Compound activity as filed in PubChem BioAssay.
Redox H2O2 prof – compounds producing H2O2 with reducing agent – biochemical, NIH compound library profiling, artefact control for MLSCN library redox annotation, primary screen; hit rate 0.03% among 200,000; activation, % at 10 µM; DTT-dependent redox cycling H2O2, phenol red/HRP absorbance; 100% = 100 µM peroxide control, 0% = buffer;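 active means activation of at least 50% relative to the plate's high and low controls in the primary single-dose screen; inactive means activation below 50%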;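 further: compound incubated with DTT at 0.8 mM final as the reducing agent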
PMI act hi M6P – PMI (human) activation, high substrate | P34949 | coupled PMI enzyme assay, resazurin fluorescence, 20 min; stronger effect = higher value; 1 = untreated enzyme, 0 = substrate-free blank | activation factor at 20 µM | hit rate 0.34% among 190,000 | AID 1216;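 active means activation factor of 2 or more at 20 µM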
Target sequence (P34949 whole entry, looked up): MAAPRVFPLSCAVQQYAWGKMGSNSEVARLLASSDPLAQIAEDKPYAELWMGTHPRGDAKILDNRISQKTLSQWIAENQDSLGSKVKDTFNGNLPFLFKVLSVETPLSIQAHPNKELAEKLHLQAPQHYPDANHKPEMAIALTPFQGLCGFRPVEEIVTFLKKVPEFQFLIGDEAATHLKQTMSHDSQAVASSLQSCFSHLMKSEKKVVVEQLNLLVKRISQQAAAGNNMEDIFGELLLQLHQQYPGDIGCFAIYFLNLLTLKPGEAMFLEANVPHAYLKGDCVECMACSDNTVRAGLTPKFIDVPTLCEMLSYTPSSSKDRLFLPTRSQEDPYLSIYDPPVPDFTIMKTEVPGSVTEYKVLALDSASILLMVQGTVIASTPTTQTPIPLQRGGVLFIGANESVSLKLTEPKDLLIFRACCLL
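Technique: Diaphorase-driven resazurin-to-resorufin fluorescence, excitation 544, emission 590 nm | Assay system: Human PMI in coupled enzyme assay | Times: Enzyme reaction with compound 20 min at room temperature | Medium: HEPES-buffered pH 7.4 with magnesium and detergent | Reagent: Mannose-6-phosphate 1.0 mM (near-saturating) plus 0.22 mM NADP+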
RAM network inh – inhibitors of the yeast RAM network; S. cerevisiae dse1pr::URA3 reporter, 5-FOA growth OD615, 2 d; analog-sensitive cbk1-as2 kinase mutant strain; inhibition, % at 50 µM; hit rate 1.8% among 190,000; AID 868;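 active means inhibition above a set limit, 3 SD over mean compound inhibition, cut at about 8.4% in these data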;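 further: 0% = DMSO-only wells with no growth and 100% = 10 µM 1-NA-PP1 full growth; inhibition rescues growth on 5-FOA so higher OD means more RAM inhibition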
Diaph inh CS – counter-screen for diaphorase-based assays: diaphorase inhibitors and chemical oxidizers. diaphorase resazurin-to-resorufin fluorescence, NADH, 16 min; bacterial (C. kluyveri) enzyme, not human. inhibition, % at 20 µM. hit rate 0.69% among 190,000;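 active means primary screen inhibition at 20 µM above a set limit, cut at about 50% in these data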;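 further: plate controls were DMSO with full reaction for no effect and wells lacking NADH for full effect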
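Test system: diaphorase enzyme from Clostridium kluyveri; amount: diaphorase at 0.14 U/mL in enzyme working solution; detection: fluorescence of resorufin formed from resazurin, Ex 544/Em 590 nm; times: reaction incubation of 16 min at room temperature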
Diaph act CS – diaphorase activation or chemical reduction counter-screen; Diaphorase/resazurin coupled assay, resorufin fluorescence, 16 min; stronger effect = higher value; 1 = vehicle wells, 0 = NADH-free wells; activation factor at 20 µM; hit rate 0.005% among 190,000; AID 1229;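 active means diaphorase activity raised at least twofold by the compound at 20 µM; inactive means activation factor below 2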
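Assay system: bacterial diaphorase enzyme (C. kluyveri) / Input: enzyme 0.07 U/mL final / Medium: 50 mM HEPES pH 7.4 with 4.542 mM MgCl2, 0.005% Tween 20 / Doses: single compound dose of 20 µM, 1% DMSO final / Incubation: 16 min enzyme reaction, ambient temperature / Signal: fluorescence, excitation 544 nm and emission 590 nm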
PMI act – increases human mannose-6-phosphate isomerase activity. P34949. purified human PMI, coupled resazurin fluorescence, 20 min; stronger effect = higher value; 1 = vehicle control, 0 substrate-free wells. activation factor at 20 µM. hit rate 0.005% among 190,000;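 active means activation factor of 2 or more at 20 µM, relative to plate controls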
S1P3 antag – S1P3 (human) receptor antagonism. inhibition, % at 4.98 µM. AID 485. CHO S1P3 NFAT-BLA reporter, FRET fluorescence, antagonist mode. Q99500. hit rate 0.27% among 170,000;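 active means inhibition above the plate cutoff, the mean inhibition of test wells on that plate plus 3 SD, cut at about 28% in these data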;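 further: cells challenged with S1P at its EC80 of 0.8 µM; blue over green emission ratio from cleaved BLA substrate after 4 h stimulation; 0% = S1P-stimulated wells and 100% = unstimulated DMSO-only wells; some compounds past the cut are filed as inactive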
Target sequence (Q99500 whole entry, looked up): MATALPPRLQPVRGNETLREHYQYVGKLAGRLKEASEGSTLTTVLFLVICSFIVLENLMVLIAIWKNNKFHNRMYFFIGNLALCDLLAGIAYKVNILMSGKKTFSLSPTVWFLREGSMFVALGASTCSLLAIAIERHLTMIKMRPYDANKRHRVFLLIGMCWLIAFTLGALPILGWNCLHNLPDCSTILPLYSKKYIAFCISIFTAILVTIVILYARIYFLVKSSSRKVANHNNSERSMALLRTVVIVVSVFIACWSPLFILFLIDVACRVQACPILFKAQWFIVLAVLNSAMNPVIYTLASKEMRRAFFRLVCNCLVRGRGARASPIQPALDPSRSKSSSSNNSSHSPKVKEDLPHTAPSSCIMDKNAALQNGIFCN
TLR4 MyD88 comp – blocks binding of human TLR4 to MyD88 | AID 861 | O00206+Q99836 | inhibition, % at 8.4 µM | hit rate 0.18% among 200,000 | HeLa CL3-4 TLR4/MyD88 BLA complementation, FRET ratio; in the data active means inhibition above about 25%;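 further: 0% = vehicle and 100% = reference inhibitor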
Hsp70 act – transcriptional activators of Hsp70; hit rate 0.04% among 200,000; HeLa Hsp70 promoter luciferase reporter, luminescence; scaled: vehicle 0, proteasome-inhibitor control 100%; AID 1203; activation, % at 10 µM;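 active means activation above the mean across all tested compounds plus 3 SD, cutoff set per campaign, cut at about 5.5% in these data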;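 further: 100% = MG132 at 30 µM as the positive control and 0% = DMSO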
G6PDH counter – inhibits Leuconostoc G6PDH, flagging false hits in G6PDH-based assays; AID 1020; Purified L. mesenteroides G6PDH, diaphorase/resazurin coupled fluorescence, 45 min; inhibition, % at 5 µM; hit rate 0.12% among 200,000
Lmaj promast – Leishmania major promastigote growth inhibition; hit rate 9% among 200,000; Leishmania major promastigotes, resazurin fluorescence viability; inhibition, % at 10 µM; AID 1063;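 further: promastigotes grown with compound for 44 hours at 28 °C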
* = called active by the depositor; . = no result given. Unless noted, no stated cut-off is given here; in the data, active means inhibition above about 50%; inactive means the rest.

SMILES	Redox H2O2 prof	PMI act hi M6P	RAM network inh	Diaph inh CS	Diaph act CS	PMI act	S1P3 antag	TLR4 MyD88 comp	Hsp70 act	G6PDH counter	Lmaj promast
O=C(NCCc1ccccn1)c1cc(C(=O)C2CCCCC2)c[nH]1	1.5	1	0.9	1	1	1	.	-20	-0.3	5	1
Cc1ccc(CS(=O)(=O)c2ccc(C(=O)N3CCN(c4ccccn4)CC3)cc2[N+](=O)[O-])cc1	-2.5	0.9	1.7	14	0.9	1	-7	-2	0.0	-5	30
CC(Sc1cccc(C(F)(F)F)c1)C(=O)NC(N)=O (stereo not drawn)	.	1.2	0.5	-11	1.1	1.1	-6	.	.	14	.
CCOC(=O)CCCSc1nc2sc(C)c(C)c2c(=O)[nH]1	-0.1	0.8	0.2	18	0.8	0.8	-31	-9	0.1	18	-10
Fc1ccc(-c2cc(-c3nnc4n3CCCCC4)c3ccccc3n2)cc1	-0.3	1	2.9	13	0.9	0.9	3	3	-0.4	-10	52*
O=c1c2ccccc2ncn1-c1ccc(Cl)cc1[N+](=O)[O-]	1.0	1	2.0	-1	1	1	-12	-7	-0.2	9	-3
CCc1ccc(-c2cn(-c3nc(C)cc(C)n3)c(=N)o2)cc1	-0.3	1	0.1	17	0.8	0.8	-3	-1	-0.3	2	4
COc1ccc(C(=O)NCc2ccncc2)cc1OC	-0.9	1	1.2	15	0.8	1	-4	-6	-0.3	14	-4
O=c1[nH]c(C2CCCN(S(=O)(=O)c3ccccc3)C2)nc2c1nnn2Cc1ccccc1 (stereo not drawn)	2.1	1	3.8	0	1	0.9	1	2	-0.1	4	-1
CN(Cc1ccccc1)S(=O)(=O)c1ccc(NS(C)(=O)=O)cc1	3.0	0.9	0.3	12	0.9	0.9	12	10	0.0	-4	-9
CC1(C)NC(=O)N(CCOc2cccc(Oc3ccccc3)c2)C1=O	0.1	0.9	1.3	24	0.8	1	-26	-2	-0.1	-1	-11
Cc1onc(-c2c(F)cccc2Cl)c1C(=O)Nc1c(C)n(C)n(-c2ccccc2)c1=O	-0.4	1.1	0.2	-7	1.1	1	-26	0	-0.4	4	-9
CCCC(=O)Nc1cccc(NC(=O)c2cccc([N+](=O)[O-])c2C)c1	-0.9	1	1.2	8	0.9	0.9	-5	-9	-0.6	-1	38
COc1ccc(CCN(Cc2cc3cc(C)ccc3[nH]c2=O)C(C)=O)cc1OC	-0.6	1	1.5	18	0.8	1	-5	2	-0.2	12	3
Cn1ncc(N=Cc2c(O)ccc3ccccc23)c1C(=O)Nc1cccc(Cl)c1	-1.8	0.4	2.6	19	0.8	0.7	-22	7	0.2	20	10
Cc1ccc(-c2cn3cc([N+](=O)[O-])ccc3n2)cc1	0.4	1.1	3.8	7	0.9	1.2	10	1	-0.5	-2	7
Cn1ncc(C#N)c1/N=C/N1CCCCCC1	1.5	1	0.1	11	0.9	1	.	3	-0.1	0	-1
Cc1csc(NC(=O)Cc2coc3cc(C)c(C(C)C)cc23)n1	0.0	0.9	2.1	36	0.6	0.7	.	10	-0.1	2	36
N=C1/C(=C\c2ccc(SCc3ccco3)o2)C(=O)N=C2SC=NN12	-0.8	0.9	6.8	54*	0.5	0.9	.	-1	-0.1	10	11
CC1(C(=O)OCC(=O)Nc2ccc3ccccc3c2)CC1(Cl)Cl (stereo not drawn)	-2.1	0.9	5.3	17	0.8	1	0	-5	0.1	-9	10
COc1ccc(NC(=O)CSc2nc3ccccc3c(=O)n2-c2ccc3c(c2)OCO3)c(OC)c1	-0.6	0.9	2.3	17	0.8	0.9	18	0	-0.5	-5	10
O=C(O)CNC(=S)N(Cc1ccccc1)Cc1ccccc1F	-0.7	0.9	0.6	11	0.9	1	-6	-5	-0.1	7	-3
Cc1nn(-c2ccccc2)c(Cl)c1/C=N/Nc1ccc(Cl)c(C(=O)O)c1	-0.3	1.2	7.3	13	0.9	1.2	-4	-12	-0.3	0	-14
Cc1ccc(CN2CCN(Cc3ccc4ncccc4c3)CC2CCO)cc1 (stereo not drawn)	0.4	.	0.1	.	.	.	6	-2	-0.4	17	74*
CNc1nc(C)c(C#N)c(-c2ccccc2)c1C(C)=O	2.5	0.9	-0.3	10	0.9	0.9	3	-15	-0.2	2	0
Cc1c(NC(=O)CSc2ccc(Cl)cc2)cccc1-c1nc2ncccc2o1	-4.5	0.9	1.8	20	0.8	0.8	.	-3	0.0	2	3
Cc1cc(C(F)F)nn1CC(=O)NC1C(=O)N2C(C(=O)O)=C(CSc3nnnn3C)CSC12 (stereo not drawn)	-0.3	1.1	0.8	-4	1	1.1	-5	-8	-0.2	4	-3
COc1ccc(/C=C/C(=O)Nc2cc(S(=O)(=O)N3CCCCC3)ccc2N2CCCCC2)cc1OC	-0.5	0.9	12*	23	0.8	0.9	-13	-7	-0.2	-2	97*
COc1ccc(-n2c(C)cc(C(=O)CN3C(=O)NC4(CCc5ccccc54)C3=O)c2C)cc1 (stereo not drawn)	0.2	0.9	1.5	23	0.8	0.8	4	-1	-0.4	-20	99*
O=[N+]([O-])c1cc(C(F)(F)F)ccc1NCCc1c[nH]c2ccccc12	1.2	0.8	7.6	20	0.8	0.7	5	-2	-0.5	-4	4

3 neighbouring compounds already listed:
SMILES	Redox H2O2 prof	PMI act hi M6P	RAM network inh	Diaph inh CS	Diaph act CS	PMI act	S1P3 antag	TLR4 MyD88 comp	Hsp70 act	G6PDH counter	Lmaj promast
COc1ccc(/C=C/C(=O)Nc2cc(S(=O)(=O)N3CCCCC3)ccc2N2CCCCC2)cc1OC	-0.5	0.9	12*	23	0.8	0.9	-13	-7	-0.2	-2	97*
COc1ccc(-n2c(C)cc(C(=O)CN3C(=O)NC4(CCc5ccccc54)C3=O)c2C)cc1 (stereo not drawn)	0.2	0.9	1.5	23	0.8	0.8	4	-1	-0.4	-20	99*
O=[N+]([O-])c1cc(C(F)(F)F)ccc1NCCc1c[nH]c2ccccc12	1.2	0.8	7.6	20	0.8	0.7	5	-2	-0.5	-4	4

(more compounds)
SMILES	Redox H2O2 prof	PMI act hi M6P	RAM network inh	Diaph inh CS	Diaph act CS	PMI act	S1P3 antag	TLR4 MyD88 comp	Hsp70 act	G6PDH counter	Lmaj promast
CN(C)c1nc(C(=O)OCCO)nc(N(C)C)n1	0.0	0.9	-0.1	16	0.8	0.9	-8	-8	-0.1	-1	-5
CCOC(=O)c1sc2nc(N3CCOCC3)c3c(c2c1N)CC(C(C)C)OC3 (stereo not drawn)	-1.5	0.9	2.5	26	0.7	0.9	-11	-1	0.0	13	0
CN(C)S(=O)(=O)c1ccc(NC(=O)CN2CCC(Cc3ccccc3)CC2)cc1	-0.2	1	-0.6	11	0.9	0.9	-1	12	-0.3	-4	76*
COCCCn1c(SCc2cccc(C(F)(F)F)c2)nc2cc(OC)c(OC)cc2c1=N	1.6	0.9	2.5	2	1	0.9	.	-1	0.3	11	28
COC(=O)N/N=C(\C)c1ccco1	0.0	0.9	1.2	12	0.9	0.9	-5	3	0.0	11	-4
COc1ccc(Cn2c(CCC(=O)O)nc3cccnc32)cc1	-0.1	1.1	-0.7	7	0.9	1	-24	-5	0.1	4	-3
NC(=O)C(Cc1ccccc1)N1C(=O)c2ccccc2C1=O (stereo not drawn)	-1.6	1.1	0.5	7	0.9	1.1	-10	1	-0.3	1	-7
CCc1ccc(NC(=O)C(=O)NCc2ccccn2)cc1	0.4	1	-1.2	8	0.9	1	-16	-4	0.4	6	10
COc1ccccc1C(=O)N1CC2(C)CC1CC(C)(C)C2 (stereo not drawn)	0.3	1	0.1	1	1	1	.	6	0.1	5	-6
Cc1ccc(S(=O)(=O)N(C)CCCC(=O)n2nc(C)cc2C)cc1	0.8	0.9	0.5	23	0.8	0.8	-15	16	-0.1	1	-6
Cc1cc(C)c2[nH]c(O)c(N=NC(=S)NCC3CCCO3)c2c1 (stereo not drawn)	-0.2	0.9	1.9	17	0.8	0.9	-26	-11	0.8	9	14
CCOC(=O)CNc1nc(Cl)nc(Nc2ccccc2)n1	-1.3	1	5.0	-10	1.1	1	-6	-14	-0.1	-1	7
Cc1cc(NC(=O)c2ccc(C#N)cc2)on1	-0.9	0.9	1.5	6	0.9	0.9	-19	-26	0.0	15	-1
Cn1nc([N+](=O)[O-])nc1N1CCOCC1	0.4	0.8	1.3	26	0.7	0.9	6	-3	-0.5	0	0
COC(=O)c1cc(NC(=O)CN(c2ccccc2OC)S(=O)(=O)c2ccccc2)ccc1Cl	0.1	0.9	1.0	17	0.8	0.8	.	-1	-0.5	0	6
CCOCCn1c(=NC(=O)c2cc3ccccc3oc2=O)sc2cc(S(N)(=O)=O)ccc21	0.0	1.1	8.9*	4	1	0.9	5	-6	-0.2	7	-3
Cc1ccc(-n2ncc3c(SCc4cccnc4)ncnc32)c(C)c1	0.0	1	0.4	1	1	1	14	-1	-0.2	2	-4
CCn1c(CNC(=O)c2ccc3c(c2)OCO3)nnc1SCC(=O)Nc1cc(C)ccc1OC	2.3	0.9	2.5	8	0.9	0.9	5	-3	-0.4	-15	0
C=CCNC(=S)NNC(=O)c1ccc(OCCCC)cc1	1.2	1	2.8	2	1	1.1	.	-2	-0.1	7	0
S=C(Nc1ccc(Cl)cc1)c1sc(N2CCCCC2)nc1N1CCOCC1	-0.2	1.1	1.8	2	1	1.1	5	-1	-0.3	5	1
O=C(O)Cn1cnc2sc3c(c2c1=O)CCCC3	-0.2	1	-1.0	19	0.8	1	-19	1	-0.2	4	-3
CC1(c2ccc3ccccc3c2)NC(=O)N(CC(=O)NCc2cccs2)C1=O (stereo not drawn)	0.4	1	0.9	9	0.9	1	2	2	-0.2	-2	39
O=C(NCC1CCCO1)C(=O)c1c[nH]c2ccccc12 (stereo not drawn)	-2.2	0.9	1.8	10	0.9	1	-4	12	0.2	5	-2
CSC(=S)N/N=C/c1ccc(N(C)C)cc1	-0.1	1.2	1.0	17	0.8	1.2	2	18	0.2	-3	10
CCOc1ccccc1N1CCN(C(=O)c2ccc3[nH]c4c(c3c2)CCCC4)CC1	1.2	0.7	0.5	29	0.7	0.8	-34	-14	-0.2	-34	7
C=CCN(c1ccccc1)S(=O)(=O)c1cc(C(=O)NC2=NCCS2)ccc1Cl	-0.6	1	-0.2	16	0.8	1	6	-1	-0.2	2	7
